# Compound activity (PubChem BioAssay)
# AmpC inh det: Promiscuous and Specific Inhibitors of AmpC Beta-Lactamase (assay with detergent); hit rate 0.09% among 71,000; P00811; purified AmpC, nitrocefin hydrolysis with detergent; Potency, µM (titrated, usually from 28.7 µM), for the others: at the highest dose activity change, negative = inhibition; AID 584, 2007; active means well fitted curve in the direction sought with a large enough effect
# Target sequence (P00811 whole entry, looked up): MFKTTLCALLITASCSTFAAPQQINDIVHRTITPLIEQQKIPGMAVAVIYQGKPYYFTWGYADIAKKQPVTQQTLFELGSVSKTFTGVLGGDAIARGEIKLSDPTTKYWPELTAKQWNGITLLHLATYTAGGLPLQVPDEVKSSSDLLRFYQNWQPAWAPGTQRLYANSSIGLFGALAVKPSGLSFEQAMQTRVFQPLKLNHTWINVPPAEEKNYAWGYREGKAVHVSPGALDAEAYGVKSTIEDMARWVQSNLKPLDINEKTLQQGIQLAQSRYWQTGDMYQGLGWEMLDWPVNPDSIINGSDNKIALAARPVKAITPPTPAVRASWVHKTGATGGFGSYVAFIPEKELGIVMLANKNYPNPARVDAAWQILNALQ
#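 E. coli AmpC (5.3 nM) in 20 mM phosphate pH 7.0 with 0.01% Triton X-100, preincubated 15 min RT with compound; nitrocefin (2 uL of 800 uM stock) hydrolysis followed by 480 nm absorbance every 20 s over 4 min.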
# Starred values were filed as active, the others as inactive; & = joins results of further samples; [ ] = remark or other dose. On the % scale 0 is the no-effect control and ±100 the full control effect; potency means the concentration at half of the fitted maximal effect. Only part of the results is shown (hit frequency here may not be typical).
SMILES,AmpC inh det
COc1ccc(C2N(c3ccc(F)cc3)C(=O)C3CCCN32)cc1 (centres undefined),2.2%
COCc1nnc(NS(=O)(=O)c2ccc(C)cc2)s1,14.7%
CN(C)c1ccc(CN(C)C2CCCCC2)cc1,7.1%
O=C(O)CCCC[C@H]1CCSS1,-1.6%
CCOC(=O)c1sc2ncn(C(C)C(=O)OC)c(=O)c2c1C (centres undefined),-3.6%
Cc1cc2nc(NC3=NCN(CCN4CCOCC4)CN3)nc(C)c2cc1C,0.2%
CCN(CC)C(=O)Cn1cnc2c1c(=O)n(C)c(=O)n2C,12.0%
O=c1[nH]c(SCc2ccccc2Cl)nc2c1CCCC2,-1.2%
O=C(c1ccc(Cl)cc1)N1CCN(c2nc(N3CCCCC3)nc(N3CCCCC3)n2)CC1,4.0%
CCCn1c(C)cc(=O)c2cc(NC(=O)c3ccccn3)ccc21,-3.1%
CCN(CC)c1nc(C#N)cc(-c2ccc(OC)cc2)n1,-2.6%
Cc1ccn2c(NC3CCCCC3)c(C)nc2c1,-1.6%
O=C(Nc1cccc2c1C(=O)NC2=O)c1ccc(S(=O)(=O)N2CCCC2)cc1,-3.8%
Cc1ccc(Cn2c(-n3nc(C)cc3C)nc3c2c(=O)[nH]c(=O)n3C)cc1,6.6%
CCN1C(=O)CC(C(=O)NC)SC1=Nc1cc(Cl)c(O)c(Cl)c1 (centres undefined),10.2%
O=c1c2cc(N3CCOCC3)ccc2[nH]c(=S)n1CCCN1CCCCC1,1.1%
Cn1nnc(NC(=O)CSc2ccc(Cl)cc2)n1,-2.0%
Cn1c(CNc2nc3ccccc3n2CCN2CCCCC2)nc2ccccc21,0.6%
O=C(NCc1ccncc1)c1cnccn1,-5.7%
CC(=O)NC1C(=O)Nc2c1cccc2C(F)(F)F (centres undefined),-1.2%
CCOC(=O)c1cc(C#N)c(N)nc1C,-0.9%
Cc1c(C#N)c2ccccc2n1CC(=O)O,4.0%
CCc1cc(-c2[nH]ncc2-c2ccc3c(c2)OCO3)c(O)cc1O,2.1%
Cn1cnnc1SCCC(=O)Nc1ccccc1,8.6%
O=C(CSc1nnc(Cc2cccs2)n1Cc1ccco1)Nc1cc(Cl)cc(Cl)c1,-7.0%

# Further structures
SMILES,AmpC inh det
Cn1nnnc1SCc1csc(Nc2ccccc2)n1,-1.9%
CS(=O)(=O)Nc1cccc(-c2cc(Nc3ccccc3)ncn2)c1,9.8%
CCOC(=O)CCCCC(=O)c1[nH]c(=O)[nH]c1CSc1nc2ccccc2[nH]1,-2.0%
CCc1nc(SCc2cccnc2)[nH]c(=O)c1C,-3.2%
Cc1oc2nc(SCCCC(=O)NCCO)nc(N)c2c1C,-3.7%
Cc1cc(=O)n2nc(N3CCCC(C(=O)N4CCN(c5ccccc5)CC4)C3)sc2n1 (centres undefined),7.7%
CCc1nc(SCC(=O)Nc2cc(C)on2)n[nH]1,11.5%
Cn1c(=O)cc(SCC(=O)NCCCN2CCN(c3ccc(F)cc3)CC2)c2ccccc21,0.2%
COCCCNc1nc2ccccc2nc1NS(=O)(=O)c1cccs1,7.8%
O=c1cc(-c2ccccc2)[nH]c2[nH]n(-c3ccccc3)c(=O)c12,-3.4%
O=C(c1cnccn1)N1CCC[C@@]2(CCN(c3ncccn3)C2)C1,-0.2%
CC(=O)NC(CCS(C)(=O)=O)C(=O)Nc1cc(Cl)ccc1Cl (centres undefined),11.9%
CN(C)c1nc2c(c(=O)n(C)c(=O)n2C)n1Cc1ccccc1,-0.3%
COC(=O)c1c(C)n(Cc2ccc3c(c2)OCO3)c2ccc(O)cc12,-4.0%
CN(C)c1ncc2nc(-c3cc(F)cc(F)c3)c(=O)n(-c3ccccc3)c2n1,0.7%
CCCCOC(=O)Nc1ccc(S(=O)(=O)Nc2cc(C)nc(C)n2)cc1,12.0%
COC(=O)N1CCC2(CC1)CN(c1ccc(-c3ccccc3)cc1)C2,-1.7%
CCOC(=O)c1ccc(NC(=O)CSc2nnc(Cn3c(=O)sc4ccccc43)n2C)cc1,13.2%
O=C(Nc1ccccc1)N1CCCC2(CCN(C(=O)c3cccc(F)c3)CC2)C1,-3.6%
CCOC(=O)Nc1sc2c(c1C(=O)OCC)CCC2,10.8%
O=C(CSc1nnc(-c2ccc(F)cc2)o1)c1ccc2c(c1)OCCO2,-3.5%
CCCc1c(OCCCOc2ccc(OCC(=O)O)cc2)ccc(CC=O)c1O,-6.7%
CCc1ccccc1NC(=O)CC(O)(C(=O)OC)C(F)(F)F (centres undefined),-4.1%
CCCN(CCC)CCNC(=O)C(NS(=O)(=O)c1ccc2c(c1)CCC(=O)N2)c1ccccc1 (centres undefined),9.8%
N#Cc1nc(Cc2ccccc2)oc1NCCN1CCOCC1,-1.6%

# Further structures follow:
SMILES,AmpC inh det
O=P(O)(O)CCP(=O)(O)O,-1.3%[5.75 µM]
CCOc1cc(NC(=O)C2CCCO2)c(OCC)cc1NC(=O)C1CC1 (centres undefined),0.5%
COCCN1CN=C(Nc2nc(C)c3ccc(C)cc3n2)NC1,0.2%
O=C(O)CCCC(=O)Nc1ccccc1Br,-1.2%
CCn1c(SCC(=O)Nc2cc(OC)ccc2OC)nnc1C1CCCCC1,14.0%
CCOC(=O)Nc1cccc(Cl)c1C,20.9%
COCC(=O)N(C)C1(c2nnnn2CCOC(=O)Nc2ccc(Cl)cc2)CCCC1,-1.6%
C=C1CC2C=C(NC(C)=O)CC(C1)C2 (centres undefined),-4.2%
O=C(O)c1ccccc1C(=O)NCc1ccc(F)cc1,-2.9%
COCc1cc(C)nc(SCC(=O)NCc2ccco2)c1C#N,-1.7%
COc1ccccc1C(=O)NC(C)C(c1cccs1)N1CCOCC1 (centres undefined),9.4%
O=C(COc1ccccc1Br)c1ccc(O)cc1O,-2.8%
CC1(C)CC(=O)C(C=NCC2CCCO2)=C(O)C1 (centres undefined),-0.9%
CCCNc1ncccc1C(N)=O,1.5%
Cc1ccc(-n2ncc(C#N)c2/N=C/N2CCOCC2)cc1,-6.3%
O=C(c1cnccn1)N1CCC[C@@]2(CCN(Cc3nccs3)C2)C1,0.3%
CSC1=N/C(=C\C=C\c2cccs2)C(=O)S1,3.1%
O=C(O)CN1C(=O)Nc2ccc(Br)cc2C1c1ccccc1 (centres undefined),-2.8%
O=C(OCC#CCSc1nc2ccccc2o1)c1ccco1,-0.3%
NC(=O)CC(NC(=O)OCc1ccccc1)C(=O)O (centres undefined),2.7%
Cc1cc(C)cc(-n2nnnc2SCC(=O)Nc2cccc(NC(=O)c3ccco3)c2)c1,12.8%
N#Cc1c(-c2cccs2)cc(-c2cccnc2)nc1N,-1.5%
CNC(=O)C1(C)C=CC2(CCCCC2)N1C(=O)OC (centres undefined),11.3%
COc1cc(NC(=O)CS(=O)(=O)c2ccccc2)cc(OC)c1OC,-2.6%
O=C(Cn1c(=O)oc2ccccc21)NCc1ccco1,6.7%

# Later entries.
SMILES,AmpC inh det
O=C(COc1cccc(-n2cnnn2)c1)N1CCOCC1,-0.9%
COCCNC(=O)C(c1ccc(F)cc1)N(Cc1ccco1)C(=O)CCC(=O)Nc1nccs1 (centres undefined),-0.9%
COc1ccc2[nH]cc(CCNc3ncnc4ccc(-c5ccccc5OC)cc34)c2c1,9.3%
Cc1nn(-c2nc3ccccc3s2)c(N)c1-c1ccccc1,0.4%
O=C(NCCOC(=O)C1COc2ccccc2O1)C1COc2ccccc2O1 (centres undefined),13.4%
CCOC(=O)c1[nH]c(C)c(/C(O)=C2\C(=O)C(=O)N(CCN(C)C)C2c2ccco2)c1C (centres undefined),-2.7%
CCOC(=O)N1CCC(NC(=O)CSCc2nc(-c3sccc3C)oc2C)CC1,9.5%
Cc1ccc2[nH]c3c(c2c1)CN(C(=O)CN1CCSCC1)CC3,0.0%
COc1ccc(S(=O)(=O)N2CCC(C(=O)N3CCCCCC3)CC2)cc1,0.3%
N#Cc1c2n(c3c(=O)n(Cc4ccc(Cl)cc4)cnc13)CCCC2,-2.5%
Cc1cc(NC(=O)CCn2c(=O)sc3ccccc32)no1,-13.0%
Cc1cc(C)c2[nH]c(=O)c(CN(Cc3ccc4c(c3)OCO4)Cc3nnnn3C3CCCC3)cc2c1,-3.7%
CCOC(=O)c1cccc(NC(=O)CSc2nc3cccnc3n2C)c1,-4.0%
COc1ccc(CNC(=O)C2CC(c3cccc(OC)c3)=NO2)cc1 (centres undefined),-7.4%
O=C(Nc1ccccc1-c1nnn(CC(=O)N2CCN(c3ccccc3)CC2)n1)c1cccs1,9.3%
CCCN1C(=O)C(O)(C2CC(=O)CC(C)(C)O2)c2ccccc21 (centres undefined),-4.7%
O=C(CNCC1CCCO1)N1CCCc2ccccc21 (centres undefined),11.6%
O=C(O)CN1C(=O)C2C3C=CC(C3)C2C1=O (centres undefined),12.8%
O=C(Nc1cccc2cccc(NC(=O)c3ccco3)c12)c1ccco1,-7.9%
Cc1ccc(Nc2cccccc2=O)cc1,-1.5%
O=C(CSc1nnc(-c2ccccc2F)o1)OCc1ccccc1,11.6%
[N-]=[N+]=CC(=O)CCCN1C(=O)c2ccccc2C1=O,11.0%
O=C(c1ccccc1)c1nc[nH]c1C(=O)Nc1ccccn1,14.4%
O=C(CN1CCN(c2ccccc2F)CC1)Nc1ccccc1F,16.3%
Oc1ccccc1C(=S)N1CCCCCC1,8.6%

# New compounds follow
SMILES,AmpC inh det
CCOC(=O)CC1=Nc2ccccc2NC(=O)C1,-0.3%
CC(=O)Oc1ccc2cc(-c3nc4ccccc4n3C)c(=O)oc2c1,3.8%
CCCn1c(SCC(=O)Nc2cccc(C)n2)nnc1-c1ccco1,-2.4%
Cc1ccc(NC(=O)CSc2nc3c(c(=O)[nH]2)CCC3)cc1C,-0.2%
COc1ccc2nc(NC3=NCCC3)sc2c1,16.2%
CNc1ccnc(-c2cccc(NS(C)(=O)=O)c2)n1,9.1%
COc1ncc2nc(-c3cccc(C#N)c3)c(=O)n(CCC#N)c2n1,1.2%
COc1ccc(C(c2nnnn2C2CCCC2)N2CCN(C3CCCC3)CC2)cc1OC (centres undefined),5.0%
Nc1nonc1-c1noc(-c2ccccc2Br)n1,-1.7%
CCCN(Cc1cc2ccc(C)cc2[nH]c1=O)C(=O)c1ccccn1,-1.9%
COc1nc(NCCN2CCOCC2)nc(Nc2ccccc2)n1,-3.0%
Cc1nc(C)c(C(=O)C2=C(O)C(=O)N(CCCn3ccnc3)C2c2ccccc2)s1 (centres undefined),-0.3%
COc1ccc(N(CC(=O)NCc2cccc(OC)c2)S(=O)(=O)c2c(C)noc2C)cc1,-4.7%
CCCCNc1ncnc2c1cnn2-c1ccc(Cl)cc1,13.6%
CC1(C)O[C@H]2[C@@H](O1)[C@@H](On1nnc3ccc(Cl)cc31)O[C@@H]2[C@@H]1COC(C)(C)O1,-1.5%[5.75 µM]
NC1(C(=O)O)CCCCC1,-2.5%
O=C(Nc1ccc2nc(-c3cccs3)c(-c3cccs3)nc2c1)N1CCOCC1,-3.7%
CCC(=O)Nc1ccc(N2CCN(Cc3ccccc3)CC2)cc1,1.7%
COC(=O)C(C)Sc1nc2c(c(=O)n1-c1ccccc1)SCC2 (centres undefined),-1.6%
COc1cc2nc(N3CCN(C(=O)OCc4ccccc4)[C@H](C(=O)NC(C)(C)C)C3)nc(N)c2cc1OC,-4.6%
COc1ccc(-c2nn(-c3ccccc3)cc2C(=O)Nc2nc(CC(C)=O)ns2)cc1,-2.1%
CN1CCN(c2ncc3nc(-c4ccccc4)c(=O)n(CCc4ccccc4)c3n2)CC1,-1.1%
Cc1oc(-c2ccccc2)cc1C(N)=O,-4.5%
Cc1n[nH]c(C)c1S(=O)(=O)NCCc1ccc(Cl)cc1,-5.7%
O=C(COc1nsnc1N1CCOCC1)N1CCOCC1,-4.0%

# Copied from above (4 entries):
SMILES,AmpC inh det
CCOC(=O)CC1=Nc2ccccc2NC(=O)C1,-0.3%
CC(=O)Oc1ccc2cc(-c3nc4ccccc4n3C)c(=O)oc2c1,3.8%
CCCn1c(SCC(=O)Nc2cccc(C)n2)nnc1-c1ccco1,-2.4%
Cc1ccc(NC(=O)CSc2nc3c(c(=O)[nH]2)CCC3)cc1C,-0.2%

# (continued)
SMILES,AmpC inh det
CCC(=O)Nc1nnc(SCC(=O)Nc2ccc(F)cc2)s1,-3.0%
N#CCc1nc2n(n1)Cc1ccccc1-2,-2.8%
O=C(Nc1nccs1)c1ccc(COc2ccc(F)cc2)o1,-4.1%
O=C(COC(=O)c1cc(S(=O)(=O)N2CCOCC2)ccc1Cl)Nc1ccc2c(c1)OCO2,-3.4%
C1CCC2CCCCC2C1 (centres undefined),8.7%
COc1ccc(OC)c2c1CC(C)(C)NC2=O,9.6%
COc1ccc(CNC(=O)c2cnc3n(c2=O)CCS3)cc1,12.9%
CNC(=O)O/N=C/C(C)(C)S(C)=O (centres undefined),7.2%
CCCN(CCC)C1Cc2cc(OC)c(OC)cc2C1,-5.4%&1.1%
COc1ccc(CC(NC(C)=O)C(=O)NC2CCN(C(=O)Nc3ccc(C#N)cc3)CC2)cc1OC (centres undefined),-1.2%

# Another view of some results above.
> O=C(CSc1nnc(-c2ccc(F)cc2)o1)c1ccc2c(c1)OCCO2
  AmpC inh det: -3.5%
> N#Cc1c2n(c3c(=O)n(Cc4ccc(Cl)cc4)cnc13)CCCC2
  AmpC inh det: -2.5%
> CCCn1c(SCC(=O)Nc2cccc(C)n2)nnc1-c1ccco1
  AmpC inh det: -2.4%
> CCCCNc1ncnc2c1cnn2-c1ccc(Cl)cc1
  AmpC inh det: 13.6%

# An excerpt from above in order of count of non-hydrogen atoms, largest number first.
SMILES,AmpC inh det
CCC(=O)Nc1nnc(SCC(=O)Nc2ccc(F)cc2)s1,-3.0%
CCCN(CCC)C1Cc2cc(OC)c(OC)cc2C1,-5.4%&1.1%
N#CCc1nc2n(n1)Cc1ccccc1-2,-2.8%
